# All columns: NCI-60 one-dose screen, growth in % after 48 h at 10 µM unless noted; 100 = growth as untreated, 0 = no growth, -100 = all killed.
# MDA-MB-468 – MDA-MB-468 breast cancer. 8.5% of 78,000 active. AID 2202374
# T-47D – T-47D breast cancer; 5% of 79,000 active; AID 1794792
# BT-549 – BT-549 breast cancer; 4.4% of 78,000 active; AID 1794793
# K-562 – K-562 leukemia. AID 1794777. 7.4% of 78,000 active
# HS 578T – HS 578T breast cancer. AID 1794788. 4.1% of 78,000 active
# SR – SR leukemia cells; 8.7% of 73,000 active; AID 1794780
# MDA-MB-231 – MDA-MB-231 breast cancer; AID 1794789; 5% of 81,000 active
# MCF7 – MCF7 breast cancer. 6.3% of 82,000 active. AID 1794796
# * hit, by the source's call; · = not tested or not shown; & = joins results of further samples. The calls were made as follows: active = growth percent below 10; inactive = the rest. Outcome played no part in choosing rows; any-hit rate near 13%.
SMILES,MDA-MB-468,T-47D,BT-549,K-562,HS 578T,SR,MDA-MB-231,MCF7
Cn1c(=O)c2[nH]c(CN3CCCCC3)nc2n(C)c1=O,118,96,102,104,98,96,106,91
O=c1sn(-c2cccc3ccccc23)c(=O)n1Cc1ccccc1,106,92,110,9.6*,·,39,101,103
C[N+](C)(CCCCCC[N+](C)(C)C1c2ccccc2-c2ccccc21)C1c2ccccc2-c2ccccc21,107,108,117,99,98,98,115,103
CC1=C(C(=O)O)N2C(=O)[C@@H](NC(=O)C(N)c3ccccc3)[C@H]2SC1 (some centres not stated),110,102,100,·,116,95,95,103
Clc1ccc2c(c1)nc1n2CCCC1,100,97,·,89,111,97,121,94
COc1ccc(-c2nnc(COc3ccc(C(=O)/C=C/c4ccccn4)cc3)o2)cc1,95,105,119,109,100,92,101,89
Cc1ccc(-c2[nH]ncc2CNCCSc2nccn2C)cc1,113,93,108,98,104,100,105,95
CCOC(=O)/C=C1/S/C(=N\N=C\c2ccc(OS(=O)(=O)C(F)(F)C(F)(F)C(F)(F)C(F)(F)C(F)(F)C(F)(F)C(F)(F)C(F)(F)F)cc2)N(c2ccccc2)C1=O,102,99,107,106,105,98,95,94
CC(=O)/C(=C/c1ccc(-c2ccccc2)cc1)C(=O)c1ccccc1,92,49,89,64,102,6.0*,92,40
O=c1[nH]c2cc([N+](=O)[O-])ccc2c2ccccc12,96,·,87,105,114,92,99,92
CC(=O)O[C@]1(C(C)=O)CCC2C3C=C(Cl)C4=CC(=O)CC[C@]4(C)C3CC[C@@]21C (some centres not stated),80,107,77,66,87,89,91,90
CCOc1ccccc1Br,101,116,·,105,107,89,118,98
C=CCSc1nc2cc3c(C)c(CC)c(=O)oc3c(C)c2o1,113,92,113,91,111,86,104,99
CCC(=O)OC(C)COc1ccc(C(C)(C)C)cc1 (configuration not stated),105,119,93,101,110,98,118,106
C=NNc1nc2ccccc2s1,104,·,117,101,117,93,108,108
CC(C)(C)c1ccc(OCCCCCl)cc1,117,107,93,104,·,110,110,104
O=C(O)C(c1cccs1)C1(O)CCCCC1 (configuration not stated),99,94,101,110,114,100,98,101
S=c1[nH]c2ccccc2o1,114,79,101,99,106,93,100,92
Cc1ccc(/C(=N\N=C(N)N)c2ccccc2)cc1,·,23,38,0.2*,31,11,2.3*,5.0*
Cc1ccc(S(=O)(=O)Oc2ccc(Cl)cc2Cl)cc1,83,78,126,·,120,·,103,97
Nc1nc2c(s1)CCc1c-2cn(S(=O)(=O)c2ccccc2)c1-c1ccccc1,70,74,99,57,96,43,70,78
CN(C)c1ccc(/C=C2\Cc3c(Br)cccc3C2=O)cc1,52,38,63,30,96,52,82,22
CCOC(=O)c1c(C)nn(CC(O)c2ccccc2)c1NC(=O)Nc1cccc(F)c1 (configuration not stated),83,82,96,88,71,93,93,81
COc1ccc(CC2c3cc(OC)c(OC)cc3CC[N+]2(C)CCC(=O)OCCCCCOC(=O)CC[N+]2(C)CCc3cc(OC)c(OC)cc3C2Cc2ccc(OC)c(OC)c2)cc1OC (configuration not stated),88,94,103,111,93,·,92,85
NC(=O)C1(Nc2ccc([N+](=O)[O-])cc2)CCCC1,101,107,102,95,114,91,98,99
O=C1C(Cl)C(c2ccc(Br)cc2)N1n1cnnc1 (configuration not stated),118,·,95,100,98,·,96,95
COc1ccc(N2CCN(C(=O)CCSc3nc4sc5c(c4c(=O)n3Cc3ccccc3)CCCC5)CC2)cc1,85,83,82,94,80,120,83,76
CCOC(=O)C1=C(C)N=C2SC=C(c3ccccc3)N2[C@H]1c1cn(-c2ccccc2)nc1-c1ccc(F)cc1,76,68,95,94,88,94,65,63
O=C1CC2CC=CCN2C=C1NC(=O)c1cccs1 (configuration not stated),109,67,108,·,112,·,106,91
COc1ccc(-c2ccc(NNC(=O)c3ccc(Br)cc3)nn2)cc1OC,85,90,100,86,98,75,88,92
O=C(Nc1cccc(-c2nc3ccccc3c(=O)[nH]2)c1)c1cccnc1,81,62,87,93,72,·,71,60
O=C1c2ccccc2C(=O)N1/N=C/c1cc(Br)ccc1O,98,83,82,101,93,72,89,98
Cn1c(=O)c2c(nc(Br)n2CC(=O)Nc2cccc3ccccc23)n(C)c1=O,103,86,98,100,93,90,81,78
COc1ccc(-c2ccc(-c3ccc(C(=N)N)nc3)s2)cc1Cl,-52*,-29*,78,-30*,-48*,-7.2*,-75*,-70*
COc1ccc(/C=C2/CN(CCC#N)C/C(=C\c3ccc(OC)cc3)C2=O)cc1,-28*,39,5.0*,2.0*,33,-2.6*,-25*,10
CC[N+](C)(CC)CCO,92,93,100,100,107,104,99,103

# An excerpt from above in order of molar mass, smallest number first.
SMILES,MDA-MB-468,T-47D,BT-549,K-562,HS 578T,SR,MDA-MB-231,MCF7
O=C(Nc1cccc(-c2nc3ccccc3c(=O)[nH]2)c1)c1cccnc1,81,62,87,93,72,·,71,60
COc1ccc(-c2ccc(-c3ccc(C(=N)N)nc3)s2)cc1Cl,-52*,-29*,78,-30*,-48*,-7.2*,-75*,-70*
COc1ccc(/C=C2/CN(CCC#N)C/C(=C\c3ccc(OC)cc3)C2=O)cc1,-28*,39,5.0*,2.0*,33,-2.6*,-25*,10

# A second format for part of the listing above:
structure: COc1ccc(-c2ccc(NNC(=O)c3ccc(Br)cc3)nn2)cc1OC
  MDA-MB-468 = 85	T-47D = 90	BT-549 = 100	K-562 = 86	HS 578T = 98	SR = 75	MDA-MB-231 = 88	MCF7 = 92

structure: O=C(Nc1cccc(-c2nc3ccccc3c(=O)[nH]2)c1)c1cccnc1
  MDA-MB-468 = 81	T-47D = 62	BT-549 = 87	K-562 = 93	HS 578T = 72	SR = ·	MDA-MB-231 = 71	MCF7 = 60

structure: O=C1c2ccccc2C(=O)N1/N=C/c1cc(Br)ccc1O
  MDA-MB-468 = 98	T-47D = 83	BT-549 = 82	K-562 = 101	HS 578T = 93	SR = 72	MDA-MB-231 = 89	MCF7 = 98

structure: Cn1c(=O)c2c(nc(Br)n2CC(=O)Nc2cccc3ccccc23)n(C)c1=O
  MDA-MB-468 = 103	T-47D = 86	BT-549 = 98	K-562 = 100	HS 578T = 93	SR = 90	MDA-MB-231 = 81	MCF7 = 78

# Continuation.
SMILES,MDA-MB-468,T-47D,BT-549,K-562,HS 578T,SR,MDA-MB-231,MCF7
O=C(O)C(CCCc1ccccc1)C(=O)O,109,103,116,131,117,147,119,94
C/C(=N\N=C(N)N)c1ccc(NC(=O)Nc2ccc(/C(C)=N/N=C(N)N)cc2)cc1,71,52,97,·,59,111,102,54
O=C1N=c2cc3c(cc2=C/C1=C/c1sc(=S)n(CCc2ccc(O)cc2)c1O)OCO3,109,85,108,24,99,·,97,28
O=c1sc2ncnc3ncn(c1=O)c32,42,51,79,27,84,48,51,30
O=C(Cn1c2c(sc1=O)[C@H]1[C@@H](O)[C@@H](O)[C@H](O)[C@@H]1CS2)Nc1nccs1,103,95,106,103,104,107,113,96
CCN(c1ccc(OC)cc1)c1nc(-c2ccc(Br)cc2)cs1,92,89,118,88,99,79,101,88
CCOC(=O)CC1CCCCC1,103,92,101,93,102,·,101,91
COc1cc(N2C(=O)[C@H](O)C2c2ccc(SC)cc2)cc(OC)c1OC (some centres not stated),3.3*,49,-6.3*,5.7*,35,4.0*,30,13
O=C(c1ccccc1)c1ccc(O)c(O)c1O,101,116,108,91,·,70,85,104
O=C1NN(C(=S)N/N=C/c2ccc(Cl)cc2)C(=O)C2C=CC=CC12 (configuration not stated),82,68,91,21,94,27,98,47
Cn1c(=O)[nH]c(=O)c2nc(CCC(=O)NCCCC(=O)O)c(=O)[nH]c21,97,97,106,105,106,116,101,93
NC(=O)c1ccccc1OCC(=O)O,109,110,104,98,114,·,108,100
CS(=O)(=O)OCC(O)C(O)C(O)C(O)COS(C)(=O)=O (configuration not stated),90,106,·,115,116,110,115,88
N#CC(OC(=O)c1ccccc1)c1ccccc1 (configuration not stated),110&89,95&113,105&94,91&99,98&87,94&104,108&99,100&106
CCOC(=O)C=O,110,105,102,97,106,79,118,102
CCCCCc1nc2c(c3c1CCCC3)CCCC2,75,72,115,37,65,32,104,67
Cn1ccnc1C(=O)/C=C/c1ccc(C(=O)Nc2ccc(Cl)cc2)cc1,12,9.4*,-8.0*,2.1*,18,-8.7*,1.8*,13
N#CC1(c2ccccc2)C(c2ccccc2)CC(=O)CC1c1ccccc1 (configuration not stated),59,94,88,68,77,81,55,82
Cc1ccc(N)c(O)c1,79,94,·,94,93,112,82,84
CC(C)(C)Nc1nc2c(OCCc3ccccc3)cccn2c1-c1cccc(Oc2ccccc2)c1,-13*,8.7*,-11*,16,14,3.9*,18,5.0*
CCOC(=O)C1CC(c2ccccc2)=NN1c1ccccc1 (configuration not stated),·,·,103,77,105,78,119,112
C[C@H](c1ccccc1)N1C(=O)C2=Nc3cccc(Cl)c3CN2C1=S,64,95,104,65,99,38,92,47
CCOC(=O)C(C#N)Cc1ccccc1 (configuration not stated),115,107,117,125,112,·,·,103
O=C1CN(Cc2ccc(C(=O)NO)cc2)C(=O)[C@H](Cc2c[nH]c3ccccc23)N1,111,77,96,104,100,120,98,94
Cc1ccc(C2=C/C(=C/c3ccc(Br)cc3)C(=O)N2CCc2ccc(S(N)(=O)=O)cc2)cc1,93,76,98,89,93,87,90,89
O=C1Nc2ccc(Br)cc2/C1=N/c1nc(-c2ccc(Br)cc2)cs1,103,89,76,91,93,82,86,79
CC(C)CC(O)C(C)C (configuration not stated),103,101,108,100,112,·,118,99
Cc1nc2ccccc2c(=O)n1-c1nc2ccccc2o1,91,78,85,78,88,85,83,87
O=C(Cc1ccc(F)c(Cl)c1)Nc1cc(C2(C(F)(F)F)CC2)nn1CC1CCCCC1,-13*,-0.3*,5.1*,11,-0.8*,·,-60*,-0.3*
Cn1cccc1/C=C1/SC(=S)N(CCc2ccc(O)cc2)C1=O,10,42,41,19,68,24,59,34
Cc1ccc(C(=O)N2CCN(c3ccc(NC(=O)c4cccs4)cc3)CC2)cc1,90,79,90,87,103,·,92,93
c1ccc(-c2nc(-c3nc4ccccc4[nH]3)c3ccccn23)cc1,68,35,101,92,100,62,82,30
COc1ccc(-c2n[nH]c(=O)c3c2sc2ncc(-c4ccc(OC)cc4)n23)cc1,102,101,109,101,104,90,101,94
N#C/C(=C/c1c(O)ccc2ccccc12)C(N)=O,97,87,94,97,113,·,86,95
CC(=O)c1c(C)[nH]c(C(=O)O)c1C,104,101,·,99,131,98,111,84
CC(C)(C)CC(C)(C)N1CNC(=S)NC1,100,80,109,95,95,76,99,91
N#CC1=C(/C=C\c2ccccc2)C2C(=O)N(c3ccccc3)C(=S)N2C1=O (configuration not stated),123,100,106,107,97,108,96,100
Cn1ccnc1C(=O)/C=C/c1ccc(CNC(=O)c2c(F)c(F)c(F)c(F)c2F)cc1,27,41,74,21,87,13,30,19
COc1ccc(C2C=C(c3ccc(NCc4nccc(OCC(F)(F)F)c4C)cc3)NC(N)=N2)cc1 (configuration not stated),77,66,83,62,99,·,93,70
CCCCC/C(=C\c1ccccc1)C1OC(C)C(C)O1 (configuration not stated),99,94,96,91,110,99,100,102
O=C1/C(=C/c2ccc(Br)cc2)Oc2ccc(O)c(-c3ccccc3)c21,87,·,90,93,95,77,108,95
Cc1nc2c(=O)[nH]n(C)c2nc1C,101,101,101,105,105,102,107,95
CN1CNC(=O)NC1,97&102,100&112,112&98,86&112,97&109,80&106,102&119,96&109
COc1cc(/C=C/C(=O)NCC(=O)NN=C(C)C)cc(OC)c1OC,111,98,114,92,108,104,119,108
CN(C)c1nc(-c2ccco2)n2nc(-c3cccs3)cc2n1,63,56,89,103,84,95,72,65
COc1cc(NC(=O)CCSc2nc3ccc(Cl)cc3c(=O)n2-c2ccccc2C(F)(F)F)cc(OC)c1OC,106,96,107,·,·,83,91,93
Clc1cccc(-c2cc(Cn3cc(-c4ccncc4)cn3)on2)c1,92,94,93,94,94,62,112,93
COc1ccc(/C=N\Nc2ccc(S(=O)(=O)c3ccc(N/N=C/c4ccc(OC)cc4)cc3)cc2)cc1,121,90,·,90,151,86,75,70

# In the list so far, these contain a nitro group on carbon:
SMILES,MDA-MB-468,T-47D,BT-549,K-562,HS 578T,SR,MDA-MB-231,MCF7
O=c1[nH]c2cc([N+](=O)[O-])ccc2c2ccccc12,96,·,87,105,114,92,99,92
NC(=O)C1(Nc2ccc([N+](=O)[O-])cc2)CCCC1,101,107,102,95,114,91,98,99

# (cont.)
SMILES,MDA-MB-468,T-47D,BT-549,K-562,HS 578T,SR,MDA-MB-231,MCF7
Cc1c(O)c(N=Nc2ccc(C(=O)O)c(O)c2)c2ccccc2c1O,·,112,89,61,95,86,86,101
Nc1ccc(-c2cc(-c3ccccn3)n(C=O)n2)cc1,87,90,105,78,·,86,109,71
C/C(=C(/C)C1CC1CCN(C(=O)c1ccc([N+](=O)[O-])cc1)S(=O)(=O)c1ccc(C)cc1)C1CCCC1 (configuration not stated),83,92,116,88,100,104,93,81
CN(/C(N)=N/N=C(\c1ccccc1)c1ccccn1)C1CCCCC1,104,102,111,97,103,87,109,100
CC(C)C(C(=O)N(C)CC(O)c1ccc(O)cc1)N1C(=O)/C(=C/c2ccc(Br)cc2)SC1=S (configuration not stated),91,76,89,79,91,101,102,76
CN(C)c1ccc(C=Nc2ccc3c(c2)/C(=C/c2ccc(N(C)C)cc2)c2ccccc2-3)cc1,105,65,89,98,99,88,82,79
CC(=O)OCC1O[C@@H](OC(C)=O)[C@@H](NC(=O)NS(=O)(=O)c2ccc(CCNC(=O)c3ccc(Cl)cc3)cc2)C(OC(C)=O)[C@@H]1OC(C)=O (some centres not stated),99,·,105,104,109,94,112,90
CCCC1(CC)C(=O)NC(=O)N=C1N (configuration not stated),108,113,102,103,139,91,111,100
Nc1nc2ncc(CCNc3ccc(C(=O)O)cc3)nc2c(=O)[nH]1,·,115,124,115,117,·,107,110
COc1ccc(CNCCNCc2ccc(OC)cc2)cc1,94,91,·,98,97,90,·,102
O=S(=O)(O)c1c(O)ccc2ccccc12,108&110,99&115,116,95&95,111&96,105&96,112&96,93&105

# Screens: PubChem BioAssay, NCI
